SNCA viab count – reduces viability of HEK-293 SNCA reporter cells. HEK-293-SNCA-luc viability, GF-AFC fluorescence, 24 h. 0.12% of 150,000 active. Potency, µM (top dose mostly 57.1 µM), without a hit: at the highest dose activity change, negative = cytotoxicity, actives largely listed as cytotoxic. AID 1671193;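 further: potency means the concentration at half of the fitted maximal effect; 0% = DMSO-treated cells and -100% = medium-only wells without cells; nearly all actives have a fitted effect of over 30% in size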
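Cytotoxicity counterscreen: after 24 h compound treatment of genome-edited SNCA-luciferase HEK-293 cells, live-cell protease substrate GF-AFC read by fluorescence after 30 min; activity scaled between DMSO (0%) and medium-only (-100%), curves Hill-fitted.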
HEK293 tox – kills HEK 293 cells | Potency, µM (top dose mostly 115 µM), inactives show top-dose activity change, negative = cytotoxicity, hits mostly inhibitors | 6.6% of 94,000 active | HEK 293 viability, ATP luminescence (CellTiter-Glo), 48-72 h | AID 1345083; further: potency means the concentration at half of the fitted maximal effect; nearly all actives have a fitted effect of over 60% in size
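Cells seeded first (HEK 293, 250 cells/well), then compound added by pintool. Incubation ran 48 or 72 hr at 37 degree Celsius. CellTiter-Glo was added and luminescence imaged after 10 min at room temperature.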
IP6K1 inh – IP6K1 kinase inhibition. AID 1645851. 0.81% of 140,000 active. activity change, % (series mostly up to about 58 µM). Q92551. IP6K1 kinase, ADP-Glo luminescence, 2 h; stronger effect = lower value; in the data active means activity change below about -25%
Target sequence (Q92551 whole entry, looked up): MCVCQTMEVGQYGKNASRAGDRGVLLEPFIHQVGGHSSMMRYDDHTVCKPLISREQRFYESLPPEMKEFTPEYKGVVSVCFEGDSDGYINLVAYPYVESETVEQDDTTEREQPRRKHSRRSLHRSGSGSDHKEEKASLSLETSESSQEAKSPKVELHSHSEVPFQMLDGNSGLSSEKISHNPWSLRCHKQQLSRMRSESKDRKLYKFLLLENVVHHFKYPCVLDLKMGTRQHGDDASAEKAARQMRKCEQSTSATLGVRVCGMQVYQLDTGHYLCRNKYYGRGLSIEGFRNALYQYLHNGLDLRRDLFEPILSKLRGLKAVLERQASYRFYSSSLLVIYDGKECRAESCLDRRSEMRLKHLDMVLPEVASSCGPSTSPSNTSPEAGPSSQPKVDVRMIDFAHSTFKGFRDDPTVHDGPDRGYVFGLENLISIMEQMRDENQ
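ADP-Glo luminescence measures ADP made by human IP6K1 during a 2 h RT reaction with ATP/IP6 (mix at 1.3 mM/130 uM); top library doses 57.5 and 19.1 uM final.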
GPT2 inhibitor – GPT2 alanine aminotransferase inhibition; Q8TD30; Recombinant GPT2, coupled pyruvate oxidase/HRP Amplex Red fluorescence; Potency, µM (doses to about 57.7 µM), for inactives: top-dose activity change, negative = inhibition, usual class: inhibitors; 0.25% of 100,000 active; AID 1671188; further: potency means the concentration at half of the fitted maximal effect; nearly all actives have a fitted effect of over 60% in size; many of its hits are not listed in these tables
Target sequence (Q8TD30 whole entry, looked up): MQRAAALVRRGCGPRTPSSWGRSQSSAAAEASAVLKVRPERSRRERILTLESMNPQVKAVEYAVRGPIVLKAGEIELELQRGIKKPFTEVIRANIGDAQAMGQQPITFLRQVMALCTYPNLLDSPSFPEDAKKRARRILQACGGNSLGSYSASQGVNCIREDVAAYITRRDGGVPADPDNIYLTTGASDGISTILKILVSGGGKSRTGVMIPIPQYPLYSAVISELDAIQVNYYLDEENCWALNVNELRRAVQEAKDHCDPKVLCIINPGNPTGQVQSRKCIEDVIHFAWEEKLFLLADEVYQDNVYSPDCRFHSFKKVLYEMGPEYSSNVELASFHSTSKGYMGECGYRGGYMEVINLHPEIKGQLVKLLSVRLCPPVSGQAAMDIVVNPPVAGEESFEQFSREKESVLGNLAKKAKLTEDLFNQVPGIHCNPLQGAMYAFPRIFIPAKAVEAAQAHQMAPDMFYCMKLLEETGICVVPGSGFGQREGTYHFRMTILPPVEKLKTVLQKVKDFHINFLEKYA
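Fluorescence of coupled pyruvate oxidase/HRP/Amplex Red system (50uM Amplex, 30 min, dark) reports pyruvate formed by GPT2. Enzyme reaction: 10ng/uL GPT2, 2mM L-alanine, 250uM a-KG, 30 min room temperature, pH 7.5; 50uM AOA control.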
3T3 cytotox – cytotoxic compounds in NIH 3T3 cells; 4.3% of 94,000 active; NIH 3T3 viability, CellTiter-Glo ATP luminescence, 48-72 h; Potency, µM (top dose mostly 96.7 µM), inactives show at the top dose activity change, negative = cytotoxicity, actives largely listed as inhibitors; AID 1345082; further: potency means the concentration at half of the fitted maximal effect; nearly all actives have a fitted effect of over 55% in size
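Cells were seeded at 400 per well, treated with pin-transferred compound, and kept 48 or 72 hr at 37 °C before CellTiter-Glo addition and luminescence imaging of cellular ATP.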
FLuc inh – blocks purified firefly luciferase enzyme activity. P08659. purified P. pyralis luciferase, luminescence, biochemical. Potency, µM (highest dose often 115 µM), for the others: top-dose activity change, negative = inhibition, usual class: inhibitors. 2.5% of 76,000 active. AID 1347043; further: potency means the concentration at half of the fitted maximal effect; nearly all actives have a fitted effect of over 65% in size
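Luminescence read by CCD imager after adding enzyme (10nM final) to wells holding compound, titrated in qHTS. Substrates 10uM each D-luciferin and ATP; buffer 50mM Tris acetate pH 7.5, 10mM Mg acetate, Tween-20, BSA.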
SNCA expr inh – reduces expression of the alpha-synuclein gene; 0.17% of 140,000 active; HEK-293 SNCA-luciferase knock-in, luminescence, 24 h; Potency, µM (doses to about 57.2 µM), inactives show at the top dose activity change, negative = inhibition, hits mostly inhibitors;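 further: potency means the concentration at half of the fitted maximal effect; plate controls were DMSO cells for no effect and cell-free wells for full effect; nearly all actives have a fitted effect of over 45% in size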
* marks the source's active call; other numbers are inactive results; i = inactive; ? = inconclusive; nt = not tested or not shown; & = joins results of further samples; [ ] = remark or other dose. Unless noted, the call rests on the fitted dose curve; in most records, active means well fitted curve in the direction sought with a large enough effect; inconclusive means small, poorly fitted or top-dose-only effect, or another doubt; inactive means no such curve, though single readings can be large; an effect the other way counts as inactive or inconclusive. Unless noted, on the % scale 0 is the no-effect control and ±100 the full control effect. Only part of the results is shown, so the mix of outcomes need not match the whole.

SMILES	SNCA viab count	HEK293 tox	IP6K1 inh	GPT2 inhibitor	3T3 cytotox	FLuc inh	SNCA expr inh
CC(Cn1cccn1)C(=O)N1CCC(Oc2ccccc2)(C(=O)O)CC1 (stereo not given)	2%	i	28	-6%	-11%	-14%	-11%
COc1ccccc1-c1ccc(C(=O)N2CCC(NC(=O)Cc3ccccn3)CC2)cc1	1%&-6%[12.5 µM]	?	1&-5	-10%&4%	?	nt	16%&-2%
CN1CCN(C(=O)c2cc(=O)[nH]o2)CC12CCC(=O)N(CCO)CC2 (stereo not given)	-14%	-24%	0	i	-3%	1%	-19%
CN1CCCC2(C1)CN(C)c1ccc(C(=O)NCCc3ccccc3)cc12 (stereo not given)	-1%[87.6 µM]	?	9	-7%[88.5 µM]	?	-1%[172 µM]	12%[87.6 µM]
Cc1oc(-c2ccc(Cl)cc2)nc1CS(=O)CC(=O)NCc1ccc(Cl)cc1 (stereo not given)	-2%	nt	-3	nt	nt	nt	-2%
COc1ccc(OC)c(CNC(=O)CCn2c(=O)c3cccn3c3ccc(F)cc32)c1	8%	nt	8	nt	nt	nt	-13%
O=C(C1CCCC1)N1CCC(C(=O)N2CCC(N3CCCC3=O)CC2)CC1	-3%	-13%	-5	3%	-24%	nt	-10%
COCCn1c(=O)n([C@H]2CCCN(C(=O)CN3CCCC3=O)C2)c2ncccc21	6%	i	2	i	i	0%	3%
Cn1cc(C(=O)N2CCC(N3C(=O)C(OCC4CC4)C34CCOCC4)CC2)cn1 (stereo not given)	-11%	i	-6	-8%	i	-2%	-6%
Cc1cc(NC(=O)CCc2nc3cccnc3n2-c2ccccc2)ccc1Br	-3%	nt	4	nt	nt	nt	-7%
CN1CCCCCCN(C(=O)CC2CCCC2)[C@H]2CCC[C@H]2C1=O	-5%	-22%	9	i	-23%	3%	2%
CCOC(=O)C1(Cc2cccc(C(F)(F)F)c2)CCN(Cc2ccc(COC)o2)CC1	-14%	?	0	i	?	-6%	-27%
COC(=O)CNC(=O)c1nc(-c2ccc(Cl)nc2)c2ccccn12	-5%	3%	-19	-7%	?	nt	125%[activator]
CCOc1ccccc1C(=O)N1CCN(C(=O)c2nnn3c2COC(c2ccccc2)C3)CC1 (stereo not given)	-2%	?	-5	5%	-18%	-5%	4%
COc1cc(NC(=O)c2cc3cc4ccc(OC)c(Cl)c4nc3s2)cc(OC)c1	-3%	nt	1	nt	nt	nt	10%
COc1ccc(CNC(=O)c2nc(SCc3ccccc3F)ncc2Cl)cc1	2%	nt	-24	nt	nt	nt	12%
CC1(C(=O)Nc2cccc(Br)c2)Cc2ccccc2C(=O)O1 (stereo not given)	0%	nt	19	nt	nt	nt	-7%
CC(NC(=O)C1CCCN(c2cnc3nccnc3c2)C1)c1ccccn1 (stereo not given)	0%	12%	0	-1%	-18%	8%	18%
COc1ccc(OCC2CN(Cc3cccc(F)c3)C(=O)c3ccc(C)nc3O2)cc1 (stereo not given)	nt	?	3	nt	?	nt	nt
CC(C)c1noc(C2CCCN(Cc3cccnc3)CCC(=O)NCC2)n1 (stereo not given)	2%	-23%	16	-2%	?	-11%	7%
COc1ccc(-c2nc3cc(C)ccn3c2NC(=O)c2ccc(F)cc2)cc1	?	nt	-32*	nt	nt	nt	24%
O=C(CCS(=O)(=O)c1cc2c3c(c1)CCN3C(=O)CC2)NCc1ccc(Cl)cc1	-8%	nt	-11	nt	nt	nt	-20%
COC1CCOC2(CCN(C(=O)NCCc3ccccc3)CC2)C1 (stereo not given)	-2%[12.5 µM]	5%	6	i	2%	28µM*	122%[activator]
CN(C)CCCO[C@@H]1[C@H]2OC(C)(C)O[C@H]2O[C@@H]1C(O)CO (stereo not given in full)	18%[23.9 µM]	nt	-6	-13%	nt	nt	16%[25.6 µM]
Cc1cccc(OCC(=O)c2ccc3c(c2)N(CC(=O)N(C)Cc2ccccc2)C(=O)CO3)c1	?	22µM*	2	i	?	-1%	?

Next section
SMILES	SNCA viab count	HEK293 tox	IP6K1 inh	GPT2 inhibitor	3T3 cytotox	FLuc inh	SNCA expr inh
COc1ccccc1C1=Nn2c(nc3sc(C(=O)Nc4ccccc4Cl)c(C)c3c2=O)SC1	-2%	nt	0	nt	nt	nt	24%
Cc1noc(C)c1S(=O)(=O)N1CCOC[C@H](Oc2ccc(C(F)(F)F)cc2)C1	-9%[87.6 µM]	63µM*	15	-9%[88.5 µM]	?	-1%[172 µM]	-11%[87.6 µM]
CCCCCCN(CCC(=O)NCCOC)C(=O)c1ccoc1	11%	0%	3	5%	-15%	-4%	1%
CCCC1(CO)CCCN(Cc2ccc(OCC(=O)N3CCCC3)cc2)C1 (stereo not given)	-5%	-8%	2	i	3%	12%	5%
O=C(Cc1cccs1)N1CCCn2cc(-c3ccccc3)nc21	3%	?	-6	-13%	2%	-13%	28%
COc1ccc2[nH]c3c(c2c1)CCNC31CCN(C(=O)c2nccc3ccccc23)CC1	-17%[12.5 µM]	?	-3	-5%	-20%	2%	72%[activator]
O=C(NC1CCCCC1)N1CCCCC1c1nc(-c2cnccn2)n[nH]1 (stereo not given)	-11%	-2%	-9	i	i	-3%	-12%
O=C(O)c1c(-c2ccccc2)oc2ccc(OCc3c(F)cccc3Cl)cc12	1%	nt	-7	nt	nt	nt	47%[activator]
Cc1ccc(C(=O)Nc2ccc(C(O)[C@H]3COCC(=O)N3Cc3ccccc3F)cc2)cc1 (stereo not given in full)	-18%	?	5	4%	?	28µM*	6%
COC(=O)C1=CO[C@@H](O)[C@@H]2C(CO)=CC[C@H]12	-15%&-8%	nt	-3	2%&-1%	nt	nt	-18%
Cc1cnc(C2CC2)n1CCNS(=O)(=O)c1ccccc1Cl	-10%	-3%	-4	i	4%	1%	?
CCC[C@H]1CN(Cc2ccccc2C#N)C[C@@H]1NS(C)(=O)=O	?	i	4	i	-7%	-9%	-24%
Cc1nn2c(c1-c1cccnc1N1CCOCC1)N(CC1CC1)CCC2	10%[87.6 µM]	?	8	-2%[88.5 µM]	40µM*	-14%[172 µM]	1%[87.6 µM]
O=S(=O)(c1ccc(-n2cccn2)cc1)N1CCCC2(CCNC2)C1 (stereo not given)	5%	?	10	-13%	-17%	8%	8%
Cc1ccc2nc(-c3cc(NC(=O)/C=C/c4ccccc4)ccc3Cl)oc2c1	2%	nt	-6	nt	nt	nt	149%[activator]
COCCN1CCCCCC(O)c2cc(C(=O)NCCN3CCCC3)ccc21 (stereo not given)	5%	?	5	i	?	-9%	-20%
O=C(O)c1ccc2cc(-c3ccc(O)c(C45CC6CC(CC(C6)C4)C5)c3)ccc2c1	?	nt	nt	i	nt	nt	?
N#Cc1ccc(O[C@@H]2CCOC[C@H]2NC(=O)CCc2cc(=O)[nH]o2)cc1	-6%	i	9	?	1%	-3%	6%
Cc1ccc2nc(COc3cccc(NC(=O)Nc4ccc(C)c(Cl)c4)c3)cc(=O)n2c1	-3%	nt	7	nt	nt	nt	71%[activator]
CCCCC[C@H](CC(=O)NO)C(=O)N[C@H](C(=O)N1CCC[C@H]1CO)C(C)C	?	nt	nt	-25%	nt	nt	?
Cc1noc(C)c1S(=O)(=O)N1CCC2(C1)C(=O)Nc1ccccc12 (stereo not given)	6%	0%	-3	i	-6%	nt	5%
COc1ccc(-c2noc(N3CCN(c4ccc(Cl)cc4)CC3)n2)cc1OC	-15%	nt	-12	nt	nt	nt	18%
COc1cc2[nH]c(=O)n(CCC(=O)N3CCN(c4ccc(Cl)cc4)CC3)c(=O)c2cc1OC	1%	nt	16	nt	nt	nt	22%
CC(C)CNC(=O)c1ccc2c(c1)NC(C)(COc1ccc3[nH]ccc3c1)CO2 (stereo not given)	-10%[87.6 µM]	?	-4	-1%[88.5 µM]	89µM*	0%[172 µM]	-25%[87.6 µM]
COc1ccccc1CCC(=O)N1CCN(c2cc(-c3ccc(Cl)cc3)[nH]n2)CC1	6%	?	5	i	32µM*	0%	-2%

Three compounds from above, ordered by heavy-atom count, low to high:
SMILES	SNCA viab count	HEK293 tox	IP6K1 inh	GPT2 inhibitor	3T3 cytotox	FLuc inh	SNCA expr inh
CCCCCCN(CCC(=O)NCCOC)C(=O)c1ccoc1	11%	0%	3	5%	-15%	-4%	1%
O=C(O)c1ccc2cc(-c3ccc(O)c(C45CC6CC(CC(C6)C4)C5)c3)ccc2c1	?	nt	nt	i	nt	nt	?
Cc1ccc(C(=O)Nc2ccc(C(O)[C@H]3COCC(=O)N3Cc3ccccc3F)cc2)cc1 (stereo not given in full)	-18%	?	5	4%	?	28µM*	6%

Next structures follow:
SMILES	SNCA viab count	HEK293 tox	IP6K1 inh	GPT2 inhibitor	3T3 cytotox	FLuc inh	SNCA expr inh
O=C(NCCc1cnc[nH]1)c1ccc(-c2ncc3cnc(-c4ccccc4)cn23)cc1	3%[87.6 µM]	nt	-2	-8%[88.5 µM]	nt	nt	-22%[87.6 µM]
O=C(CCn1c(=O)c2ccccc2n(Cc2ccc(Cl)cc2)c1=O)NCc1ccc2c(c1)OCO2	-4%	nt	6	nt	nt	nt	3%
C=C1CC23CCC4[C@@](C)(CCC[C@@]4(C)C(=O)O)C2CCC1C3 (stereo not given in full)	5%	nt	-8	-5%	nt	nt	nt
O=C1N(c2ccccc2)CCOC12CCN([S+](=O)([O-])c1cccnc1)CC2	1%[87.6 µM]	-1%[172 µM]	0	i	?	-2%[172 µM]	3%[87.6 µM]
O=C(CS(=O)(=O)c1ccc(Cl)cc1)Nc1nc2ccc(Br)cc2s1	2%	nt	22	nt	nt	nt	3%
COc1ccc(-c2nnc(SCC(=O)Nc3ccc(C(C)=O)cc3)nc2-c2ccc(OC)cc2)cc1	-1%	nt	4	nt	nt	nt	106%[activator]
O=C1COCC2(CN(Cc3cc(F)ccc3F)C2)CN1Cc1ccccc1	-7%[87.6 µM]	100µM*	14	4%[88.5 µM]	-27%[138 µM]	-1%[172 µM]	?
CCc1ccccc1Nc1ncnc2c1nc1n2CCCC1	9%	nt	-6	nt	nt	nt	12%
O=C(c1c(OCC2CC2)cc(=O)n2c1CCCCC2)N1CCN(c2ccccn2)CC1	-12%	3%	7	i	?	5%	2%
Cc1cccc(NS(=O)(=O)c2ccc3nc(-c4ccccc4)[nH]c3c2)c1C	7%	nt	-13	nt	nt	nt	-7%
Cc1nn(-c2ccc(C(F)(F)F)cc2)c(C)c1[C@@H]1C=C[C@@H](NC(=O)Nc2ccccc2)C1	?	50µM*	-11	i	32µM*	13µM*	13%[87.6 µM]
Oc1ccccc1-c1nc(/C=C/c2ccc(F)cc2)no1	2%	nt	-8	nt	nt	nt	98%[activator]
CN(C)c1ccc(NC(=O)CCSc2nc(-c3ccco3)cc(C(F)(F)F)n2)cc1	0%	nt	-10	nt	nt	nt	78%[activator]
COc1ccc(-n2nc(C3CCCN(C(=O)c4ccccc4F)C3)[nH]c2=O)cc1 (stereo not given)	-14%	-6%	-7	1%	-1%	0%	-22%

From PubChem
